XBP1 UPR activ = activators of adaptive arm of unfolded protein response (XBP1) | CHO-XBP1 luciferase reporter, IRE1-XBP1 UPR activation, luminescence; percent of tunicamycin response, DMSO as zero | activation, % at 20 µM | hit rate 0.33% among 330,000 | AID 463104;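 active means versus positive control, 20 µM dose yields 30% or more activation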;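 further: 100% = tunicamycin at 10 µg/mL and 0% = DMSO only wells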
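Material: CHO cell line with stable XBP1 luciferase reporter; buffer or medium: F12 medium containing 10% fetal bovine serum; compound: single point, 20 µM final compound, 1% DMSO; incubation: 6 h treatment, 37 °C; measured by: glow luminescence from Steady-Glo reagent; evaluation: activation, % of tunicamycin; control set: tunicamycin high, DMSO low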
Gli-Sufu block = blocks Gli-Sufu signaling in a luciferase reporter; hit rate 0.74% among 340,000; inhibition, % at 5 µM; AID 588413; Sufu-KO-LIGHT fibroblasts, Gli luciferase reporter luminescence;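 active means inhibition above about 55%, limit read from the data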;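 further: 0% = DMSO-treated cells and 100% = wells with medium but no cells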
Jurkat NFkB inh = inhibitors of the PMA/ionomycin-induced NF-kB reporter in Jurkat cells | AID 435003 | inhibition, % at 4 µM | PMA/ionomycin-induced NF-kB luciferase reporter, luminescence | hit rate 0.53% among 330,000; in the data active means inhibition above about 50%
CXCR6 block = blocks human CXCR6 beta-arrestin recruitment; inhibition, % at 20 µM; CHO-K1 PathHunter CXCR6 beta-arrestin, luminescence; O00574; hit rate 0.36% among 360,000; in the data active means inhibition above about 34%, passing the limit was not always enough;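 further: antagonist mode with CXCL16 agonist at 10 nM final; 0% = 10 nM CXCL16 with DMSO and 100% = unstimulated wells without agonist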
Target sequence (O00574 whole entry, looked up): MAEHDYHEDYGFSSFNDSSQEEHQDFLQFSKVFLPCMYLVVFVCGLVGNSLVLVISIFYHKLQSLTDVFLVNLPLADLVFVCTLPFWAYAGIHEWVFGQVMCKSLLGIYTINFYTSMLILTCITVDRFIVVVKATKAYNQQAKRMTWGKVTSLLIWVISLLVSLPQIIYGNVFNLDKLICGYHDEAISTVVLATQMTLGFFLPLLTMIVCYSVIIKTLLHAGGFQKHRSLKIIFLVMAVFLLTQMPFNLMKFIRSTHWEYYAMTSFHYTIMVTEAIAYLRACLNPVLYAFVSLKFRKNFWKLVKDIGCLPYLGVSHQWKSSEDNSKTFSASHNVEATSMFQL
UPR CHOP act = apoptotic UPR (CHOP) activation. CHO-CHOP luciferase reporter, luminescence; percent of tunicamycin response over DMSO baseline. activation, % at 10 µM. hit rate 0.34% among 330,000. AID 449763;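 active means at 10 µM dose, activation of 40% or more, normalized to positive control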;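 further: 100% = tunicamycin at 10 µg/mL and 0% = DMSO alone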
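Assay system: CHO cells with stable CHOP pathway luciferase reporter; Buffer or medium: F12 plus 10% serum; Times: 16-18 h cell attachment, then 6 h compound exposure, 37 °C; Signal: luciferase luminescence; Read-out basis: percent activation relative to tunicamycin control; Control set: tunicamycin high control, DMSO low control.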
CCR6 antagonist = antagonists of human CCR6 receptor | AID 493098 | inhibition, % at 20 µM | hit rate 0.49% among 340,000 | CHO-K1 CCR6 PathHunter beta-arrestin, luminescence, CCL20-stimulated;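 active means compounds whose inhibition of the agonist-driven luminescence signal at 20 µM reaches about 50%, limit read from the data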;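 further: cells stimulated with CCL20 at 14 nM final; plate controls were DMSO with CCL20 for no effect and DMSO without agonist for full effect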
Target sequence (P51684 whole entry, looked up): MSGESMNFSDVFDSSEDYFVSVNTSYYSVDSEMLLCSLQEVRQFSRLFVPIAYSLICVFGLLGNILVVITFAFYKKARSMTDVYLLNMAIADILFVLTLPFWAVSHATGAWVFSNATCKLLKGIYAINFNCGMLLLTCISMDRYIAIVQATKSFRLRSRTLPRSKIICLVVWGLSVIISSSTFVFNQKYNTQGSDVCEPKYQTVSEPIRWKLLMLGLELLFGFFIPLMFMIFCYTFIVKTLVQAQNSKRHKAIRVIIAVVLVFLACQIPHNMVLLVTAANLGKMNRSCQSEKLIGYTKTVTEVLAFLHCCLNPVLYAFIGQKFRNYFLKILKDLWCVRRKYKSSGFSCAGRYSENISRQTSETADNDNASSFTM
Mdm2-MdmX inh = disrupts the human Mdm2-MdmX interaction; O15151+Q00987; SaOS-2 split-luciferase Mdm2/MdmX complementation, luminescence; inhibition, % at 8 µM; hit rate 3% among 330,000;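 active means inhibition of at least 50% at 8 µM in the primary screen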
697 NFkB inh = lowers PMA/ionomycin-induced NF-kB signal in 697 B cells; hit rate 0.33% among 330,000; inhibition, % at 4 µM; 697 B-cell NF-kB luciferase reporter, 16 h; AID 435022; in the data active means inhibition above about 35%
EBI2 block = EBI2 (human) antagonism | P32249 | EBI2 beta-arrestin recruitment, luminescence, 7a,25-OHC stimulated | inhibition, % at 5 µM | hit rate 0.81% among 360,000 | AID 651636; in the data active means inhibition above about 38%;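 further: enzyme fragment complementation signal reports receptor beta-arrestin coupling in cells; 0% = agonist plus DMSO wells and 100% = wells without agonist; some results beyond the cut were filed as inactive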
Target sequence (P32249 whole entry, looked up, the tested form may be a part): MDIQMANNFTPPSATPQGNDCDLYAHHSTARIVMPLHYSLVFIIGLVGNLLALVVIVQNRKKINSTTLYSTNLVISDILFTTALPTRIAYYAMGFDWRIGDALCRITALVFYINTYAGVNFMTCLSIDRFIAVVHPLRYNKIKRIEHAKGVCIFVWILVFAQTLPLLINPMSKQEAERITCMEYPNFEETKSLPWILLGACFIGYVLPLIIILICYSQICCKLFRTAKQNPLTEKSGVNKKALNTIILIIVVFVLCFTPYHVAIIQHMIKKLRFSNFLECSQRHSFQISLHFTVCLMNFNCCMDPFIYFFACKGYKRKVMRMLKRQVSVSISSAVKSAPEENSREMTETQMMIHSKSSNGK
* hit, by the source's call; / = no result given.

SMILES | XBP1 UPR activ | Gli-Sufu block | Jurkat NFkB inh | CXCR6 block | UPR CHOP act | CCR6 antagonist | Mdm2-MdmX inh | 697 NFkB inh | EBI2 block
CCOC(=O)N1CCN(S(=O)(=O)N2CCCC(C(=O)NCCCN3CC(C)CC(C)C3)C2)CC1 (stereo unspecified) | -1 | 17 | 5 | -7 | -0.4 | 4 | -17 | -2 | -4
CSc1ccc(CCCCCCOC(=O)C(C)(C)C)cc1 | 1 | -8 | -2 | -6 | 7.0 | 14 | -5 | 18 | -4
COc1cc(SC)ccc1C(=O)Nc1ccccc1C#N | 2 | -14 | -94 | 1 | 3.1 | 4 | -95 | -114 | 0
Cc1cc2c(=O)n(Cc3ccco3)c(SCC(=O)N3CCCc4ccccc43)nc2s1 | 4 | 10 | 15 | 3 | 0.8 | 19 | 57* | 21 | 3
COc1ccc(-c2cc(=O)oc3c(O)c(O)ccc23)cc1 | -2 | 8 | -8 | -4 | 3.3 | 4 | 32 | -25 | -7
Cc1ccccc1CN1CCCC(C(=O)Nc2ccc(-c3ccn[nH]3)cc2)C1 (stereo unspecified) | -3 | 20 | -5 | 1 | 2.2 | -10 | 10 | -29 | 10
Cc1cc(C)nc(NC(=O)/C=C/c2cccs2)c1 | 10 | -40 | -41 | 0 | 3.3 | 17 | 2 | 2 | 3
CC1=C(C(N)=O)C(c2ccc(C)o2)C(C(N)=O)=C(C)N1 | -3 | -8 | 1 | 3 | -1.6 | -2 | -16 | -18 | -14
COc1ccc2c(C(=O)CN3CCSCC3)c[nH]c2c1 | 4 | -10 | -16 | 5 | 3.3 | 8 | -10 | 3 | -3
CCOc1ccccc1NC(=O)c1ccc([N+](=O)[O-])cc1 | 1 | / | 2 | / | 2.8 | / | 7 | 9 | /
Cc1cc2oc(C(=O)N(Cc3cccs3)C3CCS(=O)(=O)C3)cc(=O)c2cc1Cl (stereo unspecified) | -2 | 29 | -7 | 10 | -0.4 | 8 | 13 | -2 | 5
Cc1nnc(SCC(=O)Nc2ccccc2C(=O)NC2CC2)s1 | 0 | 0 | 4 | -3 | 2.8 | 4 | 3 | 2 | -4
CCN(CC)c1ccc(/C=N/NC(=O)CCC(=O)NCc2ccccc2)c(O)c1 | -5 | 37 | 13 | -6 | -1.1 | 33 | 71* | -49 | -1
CCOC(=O)C1C(=O)NC(c2ccccc2)=NC1c1ccc(Cl)cc1 (stereo unspecified) | 2 | 2 | 5 | 0 | -0.5 | 4 | -2 | 20 | -6
Cc1ccc(CS(=O)(=O)Cc2ccc(C(=O)NCC3CCCO3)o2)cc1 (stereo unspecified) | -3 | 6 | 6 | -3 | 0.5 | 8 | 24 | -5 | 3
FC(F)(F)c1nc2ccccc2nc1N/N=C/c1ccc(Cl)cc1 | 1 | 12 | -3 | 2 | 1.9 | -21 | -10 | -35 | 1
O=C(NCC1CCCN1S(=O)(=O)c1cccs1)c1cccc([N+](=O)[O-])c1 (stereo unspecified) | 2 | -3 | 18 | 5 | 0.7 | 3 | 11 | -12 | 3
CS(=O)(=O)Nc1ccc(C(=O)NC2CCCC2)cc1 | -1 | 2 | 3 | -10 | 1.5 | 2 | -11 | 0 | -3
CCSc1nc2[nH]ncc2c(=O)[nH]1 | 0 | -1 | 5 | -23 | 2.2 | 8 | 12 | 10 | -9
COc1cc(C(=O)OCC(=O)Nc2sccc2C(N)=O)cc(OC)c1OC | 7 | 9 | 54* | -15 | -0.3 | -11 | 49 | -44 | -28
OC1(C#CCN2CCCC2)CCCCC1 | 0 | 1 | 5 | 1 | 1.0 | 7 | 0 | 9 | 2
COc1ccc(-c2nc3ncccc3o2)cc1NC(=O)c1cccs1 | 0 | 16 | -2 | -4 | 0.1 | 14 | -5 | 8 | -23
CN(C)c1nc(C(N)=O)nc(N2CCOCC2)n1 | -3 | 4 | 9 | -3 | -0.8 | -2 | -7 | -18 | 0
CCOC(=O)Cc1csc(NC(=O)c2cccnc2)n1 | 0 | 4 | -1 | -4 | -1.7 | 3 | 9 | 0 | -6
COc1ccc(C(=O)NNC(=O)CCn2nnc(-c3ccc(C)cc3)n2)cc1OC | -6 | 9 | -8 | 6 | 0.9 | 0 | -27 | -2 | 0

The results go on.
SMILES | XBP1 UPR activ | Gli-Sufu block | Jurkat NFkB inh | CXCR6 block | UPR CHOP act | CCR6 antagonist | Mdm2-MdmX inh | 697 NFkB inh | EBI2 block
CCOC(=O)Cn1c(=NC(=O)CC)sc2c(C)cc(C)cc21 | -3 | 3 | 0 | 2 | -0.2 | 19 | 2 | -2 | 7
CCCCn1c(N)c(N2CCOCC2)c(=O)n(CC(=O)NCCc2ccccc2)c1=O | -1 | / | -8 | -8 | -0.1 | -3 | 6 | 8 | 2
CCOc1ccccc1NC(=O)c1cccc2c1C(=O)N(C1CCCCC1)C2 | 0 | 47 | -2 | 2 | 5.9 | 12 | 16 | -10 | -1
O=C(CN1C(=O)c2cccc([N+](=O)[O-])c2C1=O)NCc1ccccc1 | 1 | 2 | -2 | 4 | -0.8 | 6 | 1 | 5 | -4
Cc1ccc(C(=O)C2CCN(C(=O)c3ccc(C)cc3)CC2)cc1 | -2 | 42 | 20 | -1 | 1.3 | 9 | 3 | 9 | 57*
CCOC(=O)C(C)Sc1nnc(Cc2cc(=O)[nH]c(=O)[nH]2)n1-c1ccc(Cl)cc1 (stereo unspecified) | 0 | 1 | -3 | 3 | -1.6 | 8 | 16 | 1 | -1
COc1ccc(CNC(=O)c2cc3c(=O)n4cccc(C)c4nc3n(CC3CCCO3)c2=N)cc1 (stereo unspecified) | -3 | 27 | -16 | 22 | 0.8 | 34 | 35 | -13 | -1
Cc1cccc(CS(=O)(=O)Cc2ccc(C(=O)NCCCN3CCCC3)o2)c1 | 0 | 15 | -1 | -5 | -0.9 | -10 | -34 | 7 | -10
Cc1ccc(CNC(=O)C2CCCN(c3nc4ccsc4c(=O)s3)C2)cc1 (stereo unspecified) | -2 | 0 | -8 | -2 | 0.3 | 12 | 18 | 13 | -1
O=C(c1ccc2ccccc2c1)N1CCCCC1 | 0 | -4 | 5 | 5 | 1.7 | 12 | 6 | 20 | -1
CCN(CC)C(=O)c1[nH]cnc1C(=O)Nc1cccc(Cl)c1 | -2 | 17 | 8 | -7 | -0.9 | 10 | 17 | -9 | -5
COc1cc(F)ccc1S(=O)(=O)N1CCN(Cc2ccccc2)CC1 | -3 | -6 | 3 | -2 | -0.3 | -4 | 17 | -2 | -2
Cc1c(NC(=O)C(C)Sc2nnc(-c3ccccc3)o2)c(=O)n(-c2ccccc2)n1C (stereo unspecified) | 0 | -1 | -8 | 6 | 2.0 | -12 | 5 | 6 | -8
COc1ccc(/C=N/n2cnnc2)cc1Br | 2 | -10 | 10 | -6 | -0.4 | -6 | 17 | -1 | 3
Cc1cnc(C(=O)Nc2ccccc2-c2nnn(CC(=O)NC3CCCC3)n2)cn1 | -2 | -19 | 9 | 3 | 2.8 | -4 | -17 | -4 | -8
Cc1ccc(N(Cc2ccccc2)C(=O)c2cc(S(=O)(=O)N3CCOCC3)ccc2N2CCCC2)cc1 | -1 | -1 | 9 | 10 | -0.2 | 16 | -2 | 6 | 10
CN(C)S(=O)(=O)c1cccc(COC(=O)CNC(=O)c2ccc(Br)o2)c1 | -3 | -8 | 3 | 1 | 1.3 | 10 | 1 | 4 | -7
CCOC(=O)c1cc2c(C)nn(-c3ccccc3)c2s1 | 0 | -8 | -19 | 4 | 4.3 | 11 | -19 | -17 | 2
Cc1cc(SCC(=O)c2ccccc2)nc(=O)[nH]1 | -4 | -67 | -39 | -4 | 3.6 | 7 | -13 | -75 | -3
Cc1cc([N+](=O)[O-])ccc1NC(=O)COc1nsnc1N1CCOCC1 | 1 | -11 | 1 | -3 | 1.7 | 16 | 17 | 12 | -3
CNC(=O)c1c(NC(=O)c2cccc(N3C(=O)CCC3=O)c2)sc2c1CCCC2 | 1 | 1 | 11 | 6 | 2.0 | 13 | -12 | 20 | -6
C[C@H](NS(=O)(=O)c1ccccc1)C(=O)OCC(=O)NC(=O)Nc1ccc2c(c1)OCCO2 | -1 | -9 | -17 | -14 | 0.4 | 13 | 0 | -22 | -5
CNC(=S)/N=C/NOCc1c(Cl)cccc1Cl | 7 | -2 | 0 | -5 | 0.9 | 6 | 7 | -28 | 3
COC(=S)Nc1cccc(C(F)(F)F)c1 | 6 | -12 | -7 | -6 | 1.0 | -5 | 11 | 3 | 17
COc1ccc(-c2nnn(CC(=O)N(CCCN3CCOCC3)C(C(=O)NC3CCCC3)c3ccc(C)o3)n2)cc1 (stereo unspecified) | -3 | 24 | 12 | -7 | 1.9 | 7 | -2 | -1 | 2

Sorted by count of non-hydrogen atoms (smallest number first): part of the list above.
SMILES | XBP1 UPR activ | Gli-Sufu block | Jurkat NFkB inh | CXCR6 block | UPR CHOP act | CCR6 antagonist | Mdm2-MdmX inh | 697 NFkB inh | EBI2 block
COC(=S)Nc1cccc(C(F)(F)F)c1 | 6 | -12 | -7 | -6 | 1.0 | -5 | 11 | 3 | 17
O=C(c1ccc2ccccc2c1)N1CCCCC1 | 0 | -4 | 5 | 5 | 1.7 | 12 | 6 | 20 | -1
O=C(CN1C(=O)c2cccc([N+](=O)[O-])c2C1=O)NCc1ccccc1 | 1 | 2 | -2 | 4 | -0.8 | 6 | 1 | 5 | -4

Later entries
SMILES | XBP1 UPR activ | Gli-Sufu block | Jurkat NFkB inh | CXCR6 block | UPR CHOP act | CCR6 antagonist | Mdm2-MdmX inh | 697 NFkB inh | EBI2 block
COc1ccc(-c2cc(C(=O)N3CCN(c4cccc(C)c4C)CC3)c3ccccc3n2)cc1OC | 4 | 10 | 13 | 1 | 12 | 2 | 75* | -22 | -13
Cc1ccc(S(=O)(=O)CCSc2nc(C)cc(C)c2C#N)cc1 | -3 | 16 | -8 | 2 | -1.7 | 10 | -24 | -4 | -7
CC(/C=C/c1ccccc1F)=N\NC(=O)c1ccc(Cl)cc1 | 1 | -2 | -12 | 1 | -0.8 | 10 | 20 | -35 | -8
COc1cccc(C(=O)NNC(=O)c2ccc3ccccc3c2)c1 | / | 7 | / | -9 | / | 7 | / | / | 17
Cc1ccc(NC(=O)CNCc2ccccc2)cc1Br | 2 | -9 | 5 | -10 | 0.7 | 11 | 12 | 16 | -3
CCCCCC(=O)NNC(=S)NC(=O)c1cccc([N+](=O)[O-])c1 | -1 | -11 | -4 | 16 | 0.3 | 10 | 21 | 4 | -9
COc1ccc(C(=O)Nc2cccc(S(C)(=O)=O)c2)cc1OC | 0 | 0 | -1 | -6 | 0.0 | 1 | -5 | 6 | -13
COCCN(CC(=O)NCc1ccc(F)cc1)C(=O)CCC(=O)Nc1ccccn1 | -4 | 3 | -6 | -7 | -1.6 | -22 | 15 | 2 | 6
C/C(CC(=O)NC12CC3CC(CC(C3)C1)C2)=N\NC(=O)Cc1cccs1 | 2 | -4 | 4 | -11 | -0.7 | -2 | -12 | 7 | -1
NNC(=O)c1nnn(-c2nonc2N)c1-c1cccs1 | 2 | 9 | 5 | -24 | 0.4 | -22 | 1 | 4 | 1
CCN1CCN(C(=O)c2ccc(Cl)c(S(=O)(=O)N(C)c3ccccc3)c2)CC1 | -1 | 3 | 9 | -6 | -2.5 | 4 | -13 | -10 | -10
Cc1ccccc1NS(=O)(=O)c1cc(S(C)(=O)=O)ccc1C | -6 | -6 | -2 | 13 | -0.1 | 7 | 2 | -15 | -4
COc1ccc(C(=O)N/N=C/c2ccccc2OC(=O)c2ccccc2)cc1 | 51* | -23 | -35 | 11 | 1.7 | 12 | 53* | -106 | -21
